OXTR potentiator – human OXTR potentiators, primary screen, fluorescence, CHO-OTR cells, Fluo-8 calcium; Oxytocin receptor (Homo sapiens), P30559; Fluo-8 calcium fluorescence, potentiator mode; 0% = oxytocin EC15, 100% = EC100; 320,000 tested, 0.061% active; activation, % at 3 µM;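 active means activation above that plate's cutoff, the mean activation of tested compounds plus 3 SD, cut at about 6.6% in these data, passing the limit was not always enough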;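 further: 100% uses oxytocin at 75 nM as the full agonist control; some results filed as inactive read as strong as hits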
Target sequence (P30559 whole entry, looked up): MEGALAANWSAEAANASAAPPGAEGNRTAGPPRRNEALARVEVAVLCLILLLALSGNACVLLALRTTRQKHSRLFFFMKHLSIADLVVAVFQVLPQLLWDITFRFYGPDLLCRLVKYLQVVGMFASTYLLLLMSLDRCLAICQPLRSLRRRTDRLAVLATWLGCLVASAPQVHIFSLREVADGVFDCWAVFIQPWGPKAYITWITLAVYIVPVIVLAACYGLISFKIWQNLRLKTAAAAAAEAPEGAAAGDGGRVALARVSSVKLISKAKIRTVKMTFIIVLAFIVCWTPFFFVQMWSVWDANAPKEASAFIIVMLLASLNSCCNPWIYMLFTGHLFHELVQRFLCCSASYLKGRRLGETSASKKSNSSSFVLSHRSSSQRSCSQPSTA
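System: human OTR in CHO cells; Also added: sub-maximal oxytocin, roughly EC15; Timing: compound 6 min at room temperature before oxytocin, 100 s read; Technique: Fluo-8 intracellular calcium fluorescence, ex 470-495, em 515-575 nm; Controls: oxytocin EC15 low and EC100 high; Replication: singlicate.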
CHO-K1 Ca ag – counter-screen for M1 agonists: effect in parental CHO-K1 cells; AID 602248, 2012; Fluo-8 calcium fluorescence; scaled to maximal ATP response, vehicle zero; 360,000 tested, 0.48% active; activation, % at 3 µM; in the data active means activation above about 15%;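 further: untransfected CHO-K1 host cells lacking M1 receptor as counterscreen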
CHO-K1 Ca PAM – nonselective calcium activators in parental CHO-K1 cells, primary screen, counter-screen for M1 PAM project, cell-based, Fluo-8 calcium fluorescence, full deck, 1536-well; ATP EC20; 0% at ATP EC20, 100% at ATP max; activation, % at 3 µM; 360,000 tested, 0.02% active;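 active means activation above the run cutoff, the mean activation of all test compounds plus 3 SD, cut at about 40% in these data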;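 further: peak over basal fluorescence ratio in a 140 s read after ATP addition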
TAAR1 antag – human TAAR1 antagonists, primary screen, Fluo-8 calcium fluorescence, CHO RD-HGA16 cells; 360,000 tested, 1.5% active; Trace amine-associated receptor 1 (Homo sapiens), Q96RJ0; inhibition, % at 3 µM; antagonist; AID 624466, 2012;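 active means inhibition above a per-plate cutoff, the mean inhibition of test compounds on that plate plus 3 SD, cut at about 49% in these data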;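 further: 0% = DMSO plus EC80 beta-PEA response and 100% = DMSO alone without agonist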
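Material: CHO RD-HGA16 cells bearing hTAAR1; compound dosing: one-point dosing, 3 µM nominal final; schedule: dye loading 75 min at 37 °C, then 30 min room temperature; measured by: calcium fluorescence with Fluo-8; control set: vehicle and agonist controls; replication: n of 1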
OXTR ag – human OXTR agonists, primary screen, fluorescence, CHO-OTR cells, Fluo-8 calcium; 320,000 tested, 0.32% active; AID 2435, 2010; Fluo-8 calcium fluorescence; normalized: DMSO 0%, oxytocin 100%; activation, % at 3 µM;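 active means activation above the mean of all tested compounds plus 3 SD, cutoff set per screening run, cut at about 20% in these data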;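 further: peak over basal fluorescence ratio from a 100 s FLIPR kinetic read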
V1aR counter – agonists of human V1a receptor, primary screen, counter-screen for OXTR agonist project, fluorescence, CHO-V1R cells; 320,000 tested, 0.25% active; Vasopressin V1a receptor (Homo sapiens), P37288; Fluo-8 calcium fluorescence, agonist mode; 0% DMSO, 100% 3 nM vasopressin; activation, % at 3 µM;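 active means activation above the mean activation of all tested compounds plus 3 SD, per screening run, cut at about 20% in these data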;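 further: signal is peak over basal fluorescence ratio across a 100 second FLIPR read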
Target sequence (P37288 whole entry, looked up): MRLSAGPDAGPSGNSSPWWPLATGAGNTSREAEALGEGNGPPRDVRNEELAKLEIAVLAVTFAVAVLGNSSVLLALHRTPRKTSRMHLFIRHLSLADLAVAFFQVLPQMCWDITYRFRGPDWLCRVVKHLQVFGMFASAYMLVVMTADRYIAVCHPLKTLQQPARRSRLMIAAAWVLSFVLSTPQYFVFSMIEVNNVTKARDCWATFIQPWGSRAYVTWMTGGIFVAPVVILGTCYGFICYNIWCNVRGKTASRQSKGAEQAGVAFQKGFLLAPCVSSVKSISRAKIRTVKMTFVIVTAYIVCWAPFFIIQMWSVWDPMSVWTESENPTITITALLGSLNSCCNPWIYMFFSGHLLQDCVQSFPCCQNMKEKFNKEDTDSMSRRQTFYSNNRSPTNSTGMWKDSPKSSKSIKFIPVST
CHO parental Ca – ATP-evoked calcium signal inhibitors, parental CHO, primary screen, counter-screen for OX1R antagonist project, cell-based, fluorescence, Fluo-8 calcium dye. parental CHO-K1, ATP-induced calcium, Fluo-8 fluorescence. 330,000 tested, 0.63% active. inhibition, % at 5.6 µM;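 active means inhibition above that plate's mean sample inhibition plus 3 SD, cut at about 26% in these data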;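 further: 0% = ATP-challenged DMSO wells and 100% = DMSO wells without ATP; some compounds past the cut are filed as inactive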
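Material: Parental CHO cells | Reagent: ATP | Compound dosing: Single nominal dose of 5.6 µM per compound | Detection: Intracellular calcium via Fluo-8 no-wash fluorescent dye | Read-out: % inhibition of ATP-induced calcium mobilization | Benchmarks: Low control ATP plus DMSO, high control DMSO only | Replicates: Singlicate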
GPR7 antag – GPR7 receptor antagonists, primary screen, cell-based, fluorescence, single concentration | Neuropeptides B/W receptor type 1 (Homo sapiens), P48145 | GPR7-expressing cells, fluorescence antagonist assay | inhibition, % at 4.4 µM | 290,000 tested, 1.1% active; in the data active means inhibition above about 16%, passing the limit was not always enough;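 further: cells stimulated with the agonist NPW; 0% = agonist with vehicle and 100% = vehicle without agonist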
CHO-K1 Ca antag – nonselective inhibitor or artifact in parental CHO-K1 cells | inhibition, % at 3 µM | ATP-induced calcium, Fluo-8 fluorescence | 360,000 tested, 0.6% active;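 active means inhibition above a per-plate cutoff, the plate's mean sample inhibition plus 3 SD, cut at about 24% in these data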;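 further: 0% = DMSO plus EC80 ATP and 100% = DMSO alone without ATP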
An asterisk follows results filed as active; · = not tested or not shown.

SMILES	OXTR potentiator	CHO-K1 Ca ag	CHO-K1 Ca PAM	TAAR1 antag	OXTR ag	V1aR counter	CHO parental Ca	GPR7 antag	CHO-K1 Ca antag
O=C(Cc1ccc(Br)cc1)Nc1cccc(S(=O)(=O)N2CCOCC2)c1	-8	3.1	2	0	7.1	6.1	-10	·	-7
NC(=O)c1ccsc1NC(=O)COC(=O)c1ccncc1	·	1.3	5	-4	·	·	·	·	9
COc1ccc(S(=O)(=O)N2CCOCC2)cc1C(=O)Nc1ccc2c(c1)OCO2	-2	0.8	-22	1	-0.3	2.9	6	-13	13
O=C(CSc1nnc(Nc2ccccc2F)s1)NCc1ccco1	·	-0.1	-3	-17	·	·	·	-6	-5
COc1ccc(CCC(=O)NCC(c2ccco2)N2CCc3ccccc32)cc1 (stereo not drawn)	-13	-0.4	-6	-8	-2.2	-1.6	-22	·	10
Cc1ccc(N2C(=O)C(NC(=O)c3ccccc3F)(C(F)(F)F)C3=C2CC(C)(C)CC3=O)cc1 (stereo not drawn)	-4	0.0	-5	-11	-1.9	-0.3	-20	-3	8
COc1ccc(CC(=O)N(Cc2ccccc2)c2ccccc2)cc1S(=O)(=O)N1CCOCC1	-14	13	18	82*	5.5	9.2	-12	8	-4
c1ccc(-c2nc3c4ccccc4ccn3c2CN2CCOCC2)cc1	2	0.1	-7	-19	-2.9	-1.6	-27	-5	-8
COc1ccc(CNS(=O)(=O)c2ccc3c(c2)N(C)CCO3)cc1	-7	7.5	5	-18	4.0	3.1	-5	4	-1
O=C(N/N=C/c1cccc([N+](=O)[O-])c1)c1cccc2cc[nH]c12	-10	1.7	0	11	-0.8	1.6	10	5	-3
O=C(Nc1cccc2ccccc12)N1CC=C(c2ccccc2)CC1	-3	0.2	18	-12	-0.9	0.0	-3	-2	-3
CC/C(C)=C1/NC(=O)NC1=O	·	0.3	7	-9	·	·	·	·	-5
CC(C)OC(=O)Cn1c(=O)sc2ccccc21	-2	0.0	14	-17	-1.1	-0.9	1	-5	-2
O=C(NC(=O)c1ccc(C(F)(F)F)cc1)Nc1ccc(-c2cnco2)cc1	-4	0.8	22	-32	0.8	1.0	-8	-24	-15
Cc1cc(C)c2nc(-c3ccccn3)cc(C(=O)Nc3cc(C)on3)c2c1	-4	-0.5	10	-10	-1.9	0.0	-17	-3	-5
O=C(NCc1nc(-c2ccc(C(F)(F)F)cc2)no1)Nc1ccc(F)cc1F	-6	1.8	4	-8	-0.7	-0.7	12	-9	-3
COc1ccc(N2CCN(S(=O)(=O)CCNC(=O)C3CC3)CC2)cc1	8	-0.5	-9	-37	0.1	-0.2	-18	·	-6
COCCOC(=O)C1=C(C)Nc2ncnn2C1c1ccc(F)cc1 (stereo not drawn)	3	0.6	18	-12	1.0	0.1	0	-9	1
O=C(Nc1cc(Cl)ccc1-n1cncn1)c1ccccc1OC(F)F	·	0.4	-11	-9	·	·	·	·	2
COc1ccc(Cn2nc(C)n(N(C)c3ncc(C(F)(F)F)cc3Cl)c2=O)cc1	-11	0.7	11	-1	-1.9	-0.9	-13	-3	-7
Cc1ccc(-c2nc3cc(C)c(Br)c(C)n3c2Cc2ccccc2)cc1	·	0.2	6	-20	·	·	·	·	-11
COc1ccc(C(=O)Nc2nc(-c3cccs3)c(NC(C)=O)s2)cc1	-7	1.3	-7	4	-1.9	-1.1	-13	1	11
COc1cc(NC(=O)C2=CC(c3ccco3)=NS(=O)(=O)N2C)cc(OC)c1OC	1	0.4	-27	-8	-0.2	0.3	-3	2	19
Cn1c(Nc2ccc(F)cc2)nc2ccccc21	-3	3.6	17	-7	1.1	1.6	-9	-13	-8
Cc1ccc(Nc2cc(C)nc(-c3ccccc3)n2)cc1	-7	-0.3	8	-3	-2.2	-1.0	-27	-8	4
Cc1ccnc(N2CCC(C(=O)NCc3ccccc3F)CC2)n1	-10	-0.2	3	-3	0.4	0.2	-11	-6	7
COc1ccccc1C(=O)NC(=S)Nc1ccc2[nH]c(=O)[nH]c2c1	-7	0.3	-4	1	-1.1	0.5	-12	1	-13
COc1cccc(NC(=O)Nc2cccn(Cc3ccc(C)cc3)c2=O)c1	-6	0.5	8	1	-0.2	0.1	-11	-5	-10
Cc1ccc([C@H]2C(C(=O)O)=CC[C@@H](c3ccc(C)cc3)N2S(=O)(=O)c2ccccc2C)cc1	-4	0.1	6	-1	-0.7	0.0	-19	·	-12
CC1(O)CC(c2ccc(Cl)cc2)=NN1C(=O)c1ccc(Cl)cc1 (stereo not drawn)	-7	0.1	-18	-2	-1.1	-0.7	-12	-18	13
CCOC(=O)[C@]12CCC=C1N(Cc1ccc(Cl)cc1Cl)C(=O)[C@H](CC(=O)NCCC(C)C)C2	·	0.1	11	-6	·	·	·	·	-10
Cc1cc2ccccc2n1CCNC(=O)c1ccccc1	-7	0.4	-12	15	1.1	1.3	-21	-14	15
CCN(CC)CC(C)OC(=O)c1ccccc1Cl (stereo not drawn)	-1	-0.1	-12	-35	1.7	1.4	1	-8	10
Cc1cc(C)c(S(=O)(=O)/N=C2/C=C(Sc3ncn[nH]3)C(=O)c3ccccc32)cc1C	-4	2.2	14	45	8.0	1.2	-6	-14	7
COc1ccc(S(=O)(=O)N2CCCC(C(=O)NCc3ccco3)C2)cc1Cl (stereo not drawn)	-3	1.1	-2	5	1.5	1.7	-18	-3	1
CC(C)(C)c1ccc(OCCC(=O)NNC(=O)c2ccncc2)cc1	-3	0.5	4	-16	0.5	1.1	-6	·	15
Cc1nc(C)c(C(=O)N2CCCC(C(=O)c3ccc(Cl)cc3C)C2)s1 (stereo not drawn)	-7	2.7	12	-15	1.9	3.1	-16	-13	-10
Cc1cc(NCc2ccccn2)n2ncc(-c3ccccc3)c2n1	0	3.1	16	1	0.8	-0.5	-21	-21	-20
CCc1ccc2nc(N3C(=O)C(O)=C(C(=O)c4ccco4)C3c3cccs3)sc2c1 (stereo not drawn)	-8	0.1	-4	·	-1.6	1.0	-20	7	-7
O=C(NC1CCCCC1)C(c1ccncc1)N(C(=O)c1ccco1)c1ccc(F)cc1 (stereo not drawn)	-12	0.2	-1	-11	-1.2	-0.6	-12	10	-14
CN1CCN(c2ccc(NC(=O)CSc3ccccc3)cc2F)CC1	-3	0.8	19	43	1.6	0.3	4	4	-6
Cc1ccc(-n2nc3c(=O)n(CC(=O)NCc4cccs4)nc(C)c3c2C)cc1	2	-0.6	16	-21	-3.1	-1.7	-15	-24	-21
Cc1ccccc1-n1cc(-c2ccc(Br)cc2)nc1SCC(N)=O	-4	2.5	5	-16	-1.3	0.8	-9	10	2
CCOC(=O)N1CCN(C(=O)CSCC(=O)Nc2nc(-c3ccc(Cl)s3)cs2)CC1	-11	9.5	9	25	11	8.0	-7	24	5
COc1cc(NC(=O)c2n[nH]c(=O)c3ccccc23)cc(OC)c1	10	-0.1	-10	-16	0.3	-0.2	-7	-6	-8
FCCCOc1ccc(/C=N/OCc2ccc(Cl)cc2Cl)cc1	-11	0.1	3	-14	-0.5	0.9	-2	5	2
O=C(Cn1ncc2c(=O)oc3ccccc3c21)NCCC1=CCCCC1	-11	1.6	15	11	0.4	4.6	-3	-18	-8
CCN(CC)CCCN=Cc1c(O)n(-c2cccc(C)c2)c(=O)c2ccccc12	-6	0.4	13	-14	0.2	0.1	-3	-2	-18
COc1cccc(C(=O)c2c[nH]c(C(=O)NCCCN3CCOCC3)c2)c1	-11	0.1	-16	-5	1.9	2.4	-7	-8	5
COc1ccc(N2CCN(C(=O)CN(C3CCCCC3)S(C)(=O)=O)CC2)cc1	-14	4.3	-11	12	0.8	0.7	-13	3	-11
C[C@H](c1ccccc1)N1C[C@H](COCc2ccccc2)Oc2cc(N3CC[C@@H](O)C3)ccc2S1(=O)=O	·	1.2	-9	3	·	·	·	·	-2
COc1ccc2c(c1)c1nc3n(c(=O)c1n2CC(=O)Nc1ccccc1)CCS3	-1	0.1	-29	-17	1.4	2.5	-5	0	9
Cc1nn(C)cc1/C=C/C(=O)c1ccc(O)cc1	-1	0.8	15	-37	-0.7	0.4	0	-1	-4
Cc1nc(-c2cccnc2)sc1C(=O)Nc1ccc(F)cc1F	-5	7.3	10	-8	-0.1	-1.2	3	2	7
O=C(NNC(=O)c1ccc(-n2cncn2)c([N+](=O)[O-])c1)c1cccc(Cl)c1	-7	0.5	-16	8	-0.1	1.4	-3	·	48*
O=C(Nc1ccc(Cl)cc1Cl)c1ccc(Br)o1	4	0.0	23	-22	-2.5	0.2	-13	-14	-18
Cc1cccn2c(=O)c(C=O)c(N3CCN(C)CC3)nc12	-12	0.2	4	-3	0.3	-0.3	7	-22	-3
Cc1ccc(NC(=O)Nc2c(C)[nH]c(=O)[nH]c2=O)cc1Cl	-3	0.4	-7	-5	0.8	1.3	-14	-12	7
Cc1ccc(/C(O)=C2\C(=O)C(=O)N(C)C2c2ccc(F)cc2)cc1 (stereo not drawn)	·	14	11	-36	·	·	·	11	-6
O=C(CCCOc1ccc(Cl)cc1Cl)NNC(=O)C1CCC1	-1	2.4	13	-3	3.0	1.2	5	0	1
Cc1ccc(C(=O)O)cc1NC(=O)C1CCN(S(=O)(=O)c2ccc3c(c2)OCCO3)CC1	1	-0.1	2	-3	1.5	0.7	-1	·	-5
O=C(c1ccc(OC2CCN(Cc3cccc(F)c3)CC2)cc1)N1CCCCC1	-1	0.7	-4	-15	0.1	2.2	0	0	4

Single values from the entries so far:
For TAAR1 antag, `CCOC(=O)[C@]12CCC=C1N(Cc1ccc(Cl)cc1Cl)C(=O)[C@H](CC(=O)NCCC(C)C)C2` shows -6
For CHO-K1 Ca PAM, `Cc1ccnc(N2CCC(C(=O)NCc3ccccc3F)CC2)n1` shows 3

Assay outcomes: PubChem, The Scripps Research Institute Molecular Screening Center

Hits appear at their usual frequency; 3.5% or so of the library scored in one or more.
